# Screening data from PubChem.
# PI5P4Ka inh – blocks human PI5P4K alpha kinase activity; max response, %; P48426; 330,000 compounds, 1.2% hits; PI5P4Kalpha enzyme, ADP-Glo luminescence, 60 min; hits give low values; active means max response of -50% or lower; inconclusive means between -30% and -50%; inactive means -30% or higher; further: value at the top dose of about 77 µM; on the % scale 0 is the no-effect control and ±100 the full control effect
#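 PI5P4Kalpha ADP-Glo assay; 5 microM ATP final; 60 min RT reaction; HEPES pH 7.4/EGTA/CHAPS, 5% DMSO; controls lacking substrate or enzyme; luminescent end-point.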
# EPAC1 agonist – EPAC1 (human) agonism | AID 720707 | EPAC1 agonist qHTS, biochemical assay; response scale: 100% = response to 6.5 mM cAMP | 360,000 compounds, 0.073% hits | Potency, µM (top dose mostly 154 µM), inactives show at the highest dose activation, usual class: activators | O95398; further: potency means the concentration at half of the fitted maximal effect; nearly all actives have a fitted effect of over 60% in size
# Target sequence (O95398 whole entry, looked up): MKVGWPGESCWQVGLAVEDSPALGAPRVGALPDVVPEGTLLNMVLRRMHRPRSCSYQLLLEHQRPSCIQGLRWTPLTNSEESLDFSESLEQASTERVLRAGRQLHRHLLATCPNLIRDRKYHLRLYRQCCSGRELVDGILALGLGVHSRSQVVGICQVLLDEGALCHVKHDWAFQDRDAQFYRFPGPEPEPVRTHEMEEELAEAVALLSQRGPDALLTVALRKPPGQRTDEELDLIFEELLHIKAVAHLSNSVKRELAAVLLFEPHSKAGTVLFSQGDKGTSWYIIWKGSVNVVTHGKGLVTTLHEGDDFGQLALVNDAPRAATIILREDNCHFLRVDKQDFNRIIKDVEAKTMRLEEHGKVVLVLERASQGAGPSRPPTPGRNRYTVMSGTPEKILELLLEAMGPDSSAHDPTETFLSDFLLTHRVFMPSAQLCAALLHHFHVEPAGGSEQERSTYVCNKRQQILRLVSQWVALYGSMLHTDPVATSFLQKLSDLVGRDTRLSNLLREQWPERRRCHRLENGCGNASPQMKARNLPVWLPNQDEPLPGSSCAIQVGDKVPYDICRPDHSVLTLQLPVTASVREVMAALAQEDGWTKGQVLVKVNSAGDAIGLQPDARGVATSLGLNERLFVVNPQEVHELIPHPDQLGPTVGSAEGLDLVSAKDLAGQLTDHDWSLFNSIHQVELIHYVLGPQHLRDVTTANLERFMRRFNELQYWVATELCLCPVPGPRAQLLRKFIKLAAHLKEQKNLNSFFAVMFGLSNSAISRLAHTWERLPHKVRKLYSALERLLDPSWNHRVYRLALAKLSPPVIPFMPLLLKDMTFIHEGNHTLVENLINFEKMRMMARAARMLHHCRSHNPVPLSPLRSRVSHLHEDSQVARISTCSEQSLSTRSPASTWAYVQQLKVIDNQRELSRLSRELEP
#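 EPAC1 100 nM, Rap1B–BODIPY-GDP 250 nM, unlabeled GDP 50 uM; compound titration; 5 min RT; kinetic read ex480/em540 at 5-min intervals ×30 min; data normalized to 6.5 mM cAMP agonist control.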
# IL-2 act – IL-2 activation; IL-2 activation reporter assay, cell-based qHTS; stimulated with anti-CD3/CD4/CD28 beads; in transgenic mouse T cells; activation, % (series mostly up to about 46 µM); 360,000 compounds, 0.065% hits; AID 652025; in the data active means activation above about 50%; inconclusive means mostly about 30% to 49%; further: 0% is about no effect
#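 Quantitative HTS in unstimulated transgenic mouse T cells, with memory T cells as non-tolerant control and PMA/ionomycin as tolerance-bypass control. Compound pretreatment lasted 60 minutes before 18 h bead stimulation; EGFP/DsRed fluorescence read.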
# GLP1R cytotox – cytotoxic in the GLP-1 receptor inverse agonist counter-screen | HEK293 cAMP-luciferase reporter cells, luminescence, 24 h | Potency, µM (top dose mostly 38.3 µM), for the others: at the highest dose activity change, negative = inhibition, most hits filed as inhibitors | 410,000 compounds, 0.13% hits;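 further: loss of luciferase light is scored as toxicity; potency means the concentration at half of the fitted maximal effect; on the % scale 0 is the no-effect control and ±100 the full control effect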
#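 Compound-treated cells are incubated 24 hr at 37 deg C under 5% CO2 after a 12 hour attachment period, then luciferase detection reagent is added and luminescence is measured following 12 min at room temperature; lowered signal indicates toxicity.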
# EPAC1 antag – EPAC1 (human) antagonism | EPAC1 GEF assay, Rap1b-BODIPY-GDP exchange fluorescence | Potency, µM (top dose mostly 115 µM), inactives show at the highest dose activity change, negative = inhibition, most hits filed as inhibitors | 360,000 compounds, 0.14% hits | O95398 | AID 720709;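 further: potency means the concentration at half of the fitted maximal effect; plate controls were vehicle for no effect and positive control for full effect; nearly all actives have a fitted effect of over 50% in size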
# PLK1 PBD inh – blocks phosphopeptide binding to human PLK1 polo-box domain; 360,000 compounds, 2.8% hits; Potency, µM, for inactives: max response, negative = inhibition, actives largely listed as inhibitors; Plk1 PBD binding of FITC phosphopeptide, fluorescence polarization; AID 720504; further: potency means the concentration at half of the fitted maximal effect; series mostly up to about 57 µM; on the % scale 0 is the no-effect control and ±100 the full control effect; nearly all actives have a fitted effect of over 65% in size
# GLP1R inv ag – inverse agonists of human GLP-1 receptor; P43220; HEK293 GLP-1R CRE-luciferase, luminescence, 24 h; GLP-1R form is constitutively active; Potency, µM (titrated, usually from 38.3 µM), without a hit: at the top dose activity change, negative = inhibition, actives largely listed as inhibitors; 410,000 compounds, 1.6% hits; AID 624417; further: potency means the concentration at half of the fitted maximal effect; on the % scale 0 is the no-effect control and ±100 the full control effect; nearly all actives have a fitted effect of over 55% in size
#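 HEK293 cells stably co-expressing a cAMP-responsive luciferase reporter and constitutively active GLP-1R were seeded, incubated 12 h, then exposed to compounds for 24 h at 37 C. Luminescence was read 12 min after detection reagent; inverse agonists lower signal.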
# PTHR1 agonist – activates the human parathyroid hormone receptor PTHR1; HEK293 GP2 PTHR1 cells, GloSensor cAMP luminescence, 1 h; Potency, µM (top dose mostly 115 µM), without a hit: at the top dose activation, actives largely listed as activators; 410,000 compounds, 0.075% hits; further: potency means the concentration at half of the fitted maximal effect; nearly all actives have a fitted effect of over 55% in size; some results filed as inactive show a strong effect at the top dose; inactives centre near -15; many of its hits are not listed in these tables
#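 HEK-293-derived GP2 cells expressing PTHR1 and a GloSensor cAMP reporter, 3,000/well, plated overnight, given luciferin plus IBMX (each 0.5 mM as added) for 1 h at 37 °C, then compound for 1 h at 37 °C. Luminescence was read after 15 min at room temperature.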
# GLP1R ag – activates the human GLP-1 receptor; 380,000 compounds, 0.007% hits; Potency, µM (titrated, usually from 45.6 µM), for the others: at the top dose activation, actives largely listed as activators; HEK293 GLP-1R CRE-luciferase, luminescence, 4-6 h; cells express a hypersensitive GLP-1R form; further: potency means the concentration at half of the fitted maximal effect; % of control where 0% means no effect
# Starred values were filed as active, the others as inactive; i = inactive; ? = inconclusive; . = no result given; & = joins results of further samples; [ ] = dose if it differs, or a comment. Unless noted, the call rests on the fitted dose curve; in most records, active means well fitted curve in the direction sought with a large enough effect; inconclusive means small, poorly fitted or top-dose-only effect, or another doubt; inactive means no such curve, though single readings can be large; an effect the other way counts as inactive or inconclusive. A portion of the library; the hit share may differ from the screen's.
# Order of values: PI5P4Ka inh, EPAC1 agonist, IL-2 act, GLP1R cytotox, EPAC1 antag, PLK1 PBD inh, GLP1R inv ag, PTHR1 agonist, GLP1R ag
(1) Cc1ccc(S(=O)(=O)NC(C)(C)CN2CCc3ccccc3C2)cc1
→ 1.1, 7.9%, 0.7, 7.3%, -5.2%, -8.7%, ?, -1.7%, 9.9%
(2) O=C(CSc1ccc(-c2cccs2)nn1)Nc1ccccc1
→ 5.8, -8.3%, -0.4, 16.9%&2.4%, -7.7%, -8.1%, -0.6%&27.6%, -14.9%&-38.0%, 6.7%
(3) COc1cc(Cl)ccc1NC(=S)N(CCN1CCOCC1)C1CCN(C(C)=O)CC1
→ -5.4, -0.9%, 0.3, 2.4%, 14.8%, -24.2%, -17.1%, -56.1%[inhibitor], -2.6%
(4) CCCCC(=O)N(C)c1c(CC)nc2c(OCC=C(C)C)cccn12
→ -1.0, -4.5%, -0.4, -15.5%, -11.4%, -14.2%, ?, 8.9%, 0.4%
(5) CC1Cc2ccccc2N1S(=O)(=O)c1cccc(C(=O)c2nccn2C)c1 (stereo not given)
→ ., 11.6%, -0.5, 1.9%, -0.9%, -5.3%, -0.6%, -26.1%, 11.2%
(6) CCCN(C(=O)COC(=O)c1cc(CC)c(C)s1)c1c(N)n(Cc2ccccc2)c(=O)[nH]c1=O
→ ?, -19.5%, -0.4, ?, -3.0%, -8.8%, ?, i, -6.2%
(7) CC1CCCCC1NC(=O)C(=O)NCC1CCCO1 (stereo not given)
→ 7.7, -2.1%, 0.6, 12.8%, -0.8%, -9.5%, 14.8%, i, -5.5%
(8) Cc1occc1-c1nnc(SCC(=O)N2CCCCC2C)o1 (stereo not given)
→ 1.8, -4.9%, 1.4, 2.8%, -13.9%, -5.2%, -2.4%, -0.2%, -4.5%
(9) O=C(OCc1ccccc1Cl)C1CC(=O)N(Cc2ccco2)C1 (stereo not given)
→ 0.2, 4.4%, -3.8, -3.1%, 20.0%, -10.5%, 2.9%, -64.9%[inhibitor], 3.7%
(10) C[C@H](NC(=O)c1ccccc1Cl)C(=O)OCC(=O)N1CCN(c2ccccc2)CC1
→ 2.0, 13.3%, -1.0, -15.3%, -2.5%, -0.6%, 1.5%, -24.5%, -2.0%
(11) CCCSC1=N/C(=C\c2ccc3c(c2)OCO3)C(=O)S1
→ 7.6, 8.5%, -3.4, 2.9%, -2.0%, -8.8%, ?, i, -9.0%
(12) COc1nsnc1NS(=O)(=O)c1ccc(NC(=S)NC(=O)c2cccnc2)cc1
→ -18.0, -2.0%, 6.2, 1.6%, -10.4%, ?, -9.6%, 21.3%, 8.9%
(13) COc1ccc(-c2csc(NC(=O)CSc3nc(C)cs3)n2)cc1
→ 28.7, 5.2%, 0.5, 4.3%, 2.0%, 0.5%, 17.1%, -33.8%[inhibitor], 2.0%
(14) O=C(COC(=O)c1ccco1)NCc1ccc(Cl)cc1Cl
→ -5.7, -6.7%, 0.0, -0.7%, -20.1%, -3.3%, 2.7%, -8.3%, 0.6%
(15) CC(C)(C)C(=O)NC(=S)NNC(=O)c1ccncc1
→ -0.1, 0.0%, -1.1, 8.1%, 13.9%, -14.7%, -19.0%, -7.6%, 1.8%
(16) Cc1cc(C)c[n+](-c2[nH]c(=O)sc2/C=N/N=C(\[O-])c2cccnc2)c1
→ 1.7, 8.2%, -2.8, -1.2%, 2.8%, -29.2%, 0.1%, i, -4.6%
(17) COc1ccc(C2NC(c3ccc(OC)cc3)C(c3ccccc3)C(=O)C2c2ccccc2)cc1 (stereo not given)
→ 1.3, 5.1%, -3.3, 23.1%, -15.3%, -9.0%, 5.62µM*, -7.8%, 0.3%
(18) CCC(CC)C(=O)NCCc1ccc(OC)c(OC)c1
→ -0.1, 1.2%, -0.2, -16.1%, 1.2%, -3.6%, 0.3%, i, -8.4%
(19) CC(=O)N/C(=C\c1ccc(F)cc1)C(=O)N(C)C
→ 6.9, -1.7%, -0.4, -13.6%, -8.7%, -5.3%, 20.1%, i, -0.3%
(20) CCn1cc(/C=C(\NC(=O)c2cc(OC)c(OC)c(OC)c2)C(=O)NCCN2CCOCC2)c2ccccc21
→ 6.1, -10.7%, -0.3, -4.9%, -1.4%, 2.6%, 3.1%, i, -1.1%
(21) C=CCCC(=O)NC1CCCc2c1cnn2-c1ccccc1F (stereo not given)
→ 2.2, 1.1%, 0.4, -28.5%, -24.0%, 7.6%, -9.8%, -15.2%, 2.7%
(22) COC(=O)CS(=O)(=O)c1ccc(C)cc1
→ -5.3, 3.7%, -4.7, 16.6%, -4.8%, -11.8%, -6.3%, i, 0.3%
(23) CCOC(=O)CN(C)Cc1cn[nH]c1-c1ccc2cc(OC)ccc2c1
→ 4.2, -4.0%, 0.5, 3.6%, -12.9%, -9.3%, -1.4%, -18.7%, 18.3%
(24) C=C(C)Cn1c(CCNC(=O)C(C)C)nc2ccccc21
→ 0.1, -5.6%, -2.4, -18.4%, 5.3%, -4.9%, 12.5%, -17.7%, -1.4%
(25) COc1cc(OC)c(S(=O)(=O)NCc2cccnc2)cc1NC(C)=O
→ -7.3, -12.3%, 0.5, 2.0%, -10.1%, -15.4%, 6.7%, i, 10.1%
(26) Cc1cc(N2CCN(C)CC2)nc2ccc(NC(=O)c3ccc4c(c3)OCO4)cc12
→ -0.1, -4.6%, -4.1, ?, 2.9%, 0.5%, 0.7%, i, -15.4%
(27) Cc1ccc(NC(=O)COC(=O)c2cc(-c3cccs3)nn2-c2ccccc2)cc1[N+](=O)[O-]
→ -23.5, 0.4%, 0.4, -14.9%, -16.1%, -1.5%, ?, i, 1.2%
(28) O=S(=O)(/C=C/c1ccccc1)N1CCNCC1
→ -9.0, 1.1%, 2.4, 2.3%, 24.5%, -5.5%, 1.3%, -10.5%, 7.5%
(29) COc1ccc(CNC(=O)CCc2nnc3n(C)c(=O)c4sccc4n23)cc1
→ ., ., ., -11.0%, ., ., 0.2%, -24.9%, -2.2%
(30) CC1CCN(CC(=O)N2CCN(c3ccccc3)CC2)CC1
→ -4.3, 1.5%, -0.8, -0.4%, 4.2%, 2.8%, 14.6%, i, 9.1%
(31) CCc1nc2c(OCc3ccc(Cl)cc3Cl)cccn2c1N(C)C(=O)C1CC1
→ 9.0, 0.9%, -0.1, -6.9%, -17.7%, -3.6%, ?, i, 12.6%
(32) Cc1ccn2c(C(=O)CSc3ccc(Cl)cc3)c(C)nc2c1
→ 1.1, -3.0%, 1.3, -14.6%, 6.6%, 0.2%, 1.6%, -42.0%[inhibitor][57.5 µM], -12.8%
(33) Cc1cccc(NC(=O)CSCc2nc3c(nnn3Cc3ccc(F)cc3)c(=O)[nH]2)c1C
→ 7.2, 6.4%, 0.0, -4.6%, -11.3%, -10.8%, 7.4%, i, 4.6%
(34) CCCS(=O)(=O)NC(=O)C1(C)CCCN(C(=O)c2sccc2C)C1 (stereo not given)
→ 6.0, 4.9%, 1.4, 1.2%, -4.0%, -5.6%, 14.5%, -4.6%, -2.4%
(35) CCCOc1ccc(N2C(=O)C3ON(c4ccccc4)C(CCC)C3C2=O)cc1 (stereo not given)
→ -0.9, -1.5%, -0.3, 26.1%, -21.8%, -4.4%, -27.8%, i, -19.1%
(36) FC(F)(F)c1cccc(Cc2noc(CN(Cc3ccccn3)CC3CCCO3)n2)c1 (stereo not given)
→ 0.2, -9.7%, -5.3, -16.2%, 4.9%, 5.8%, ?, -26.4%, -3.0%
(37) O=C(CCc1nc2ccccc2c(=O)[nH]1)Nc1nnc(SCc2ccc(F)cc2)s1
→ -2.1, 0.1%, -0.4, -1.3%, -3.1%, 3.8%, -8.2%, i, -12.7%
(38) CN1OC[C@@H]2CN(Cc3cc(Cl)cc(Cl)c3)[C@H](c3cccc(-c4ccc(C#N)cc4)c3)C[C@@H]21
→ 2.4, 2.0%, -2.0, 0.0%, 1.4%, -9.6%, -6.0%, -5.1%, 2.8%
(39) CC1(C(=O)N2CCN(c3ccccc3)CC2)CC1(Cl)Cl (stereo not given)
→ 4.3, 3.3%, -0.7, 0.7%, -9.2%, -2.0%, -24.5%, -13.4%, 6.9%
(40) COc1cccc(/C=C(\C)C(=O)c2c(C)cc(C)[nH]c2=O)c1OC
→ -3.7, 3.0%, 1.4, -1.1%, -2.2%, -3.3%, 7.1%, i, 1.5%
(41) CCNC(=O)N1CCNC(=O)C1CC(=O)OC (stereo not given)
→ 0.8, 0.9%, 0.5, 12.8%, 7.2%, -3.5%, 4.6%, -13.0%, -11.8%
(42) Cc1cccc(NC(=O)NCCCCc2ccccc2)c1
→ 1.0, 10.5%, 0.8, -1.3%, 0.2%, -10.4%, ?, -11.1%, 13.6%
(43) CCc1ccc(S(=O)(=O)NC2CC(C)(C)NC(C)(C)C2)cc1
→ 3.9, -6.9%, -1.9, -4.0%, ?, 4.4%, -25.4%, i, -2.8%
(44) CN(C)c1nc2n(c(=O)n1)CCO2
→ ., 11.4%, 0.7, 10.7%, -10.3%, 0.1%, 6.6%, i, 2.6%
(45) CN(CC(=O)Nc1ccc(F)cc1)C(=O)C1CC(=O)N(Cc2ccccc2)C1 (stereo not given)
→ -1.3, 10.5%, -4.8, 19.7%, -6.6%, -7.1%, 2.0%, -2.3%, -6.7%
